Screening data deposited in PubChem by National Center for Advancing Translational Sciences (NCATS).
Vif-APOBEC3G blk – blocks the Vif interaction with human APOBEC3G. HeLa A3G-eYFP + Vif (tagged APOBEC3G with the HIV-1 protein that degrades it), YFP fluorescence, overnight. Potency, µM (titrated, usually from 46.1 µM), inactives show at the top dose activity, negative = active, hits mostly inhibitors. hit rate 0.076% among 410,000;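 note: nearly all actives have a fitted effect of over 60% in size; hits raise eYFP signal because A3G escapes Vif-driven loss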
Target sequence (Q9HC16 whole entry, looked up): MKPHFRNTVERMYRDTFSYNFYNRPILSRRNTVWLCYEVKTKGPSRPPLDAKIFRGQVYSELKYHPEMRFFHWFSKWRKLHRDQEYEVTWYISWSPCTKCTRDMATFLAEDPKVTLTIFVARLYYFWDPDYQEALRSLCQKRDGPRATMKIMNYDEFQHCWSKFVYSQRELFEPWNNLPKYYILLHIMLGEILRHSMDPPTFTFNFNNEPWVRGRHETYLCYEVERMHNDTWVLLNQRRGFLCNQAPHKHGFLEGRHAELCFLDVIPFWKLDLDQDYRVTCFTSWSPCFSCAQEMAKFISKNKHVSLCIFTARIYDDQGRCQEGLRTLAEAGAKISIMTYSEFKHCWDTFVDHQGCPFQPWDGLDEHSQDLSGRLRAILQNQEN
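Read-out is eYFP fluorescence (Ex 488/Em 500-530) from Vif-expressing HeLa A3G-eYFP cells; more signal means A3G escaped Vif-mediated degradation. Cells plated overnight, compound pinned in, incubated overnight at 37 deg C.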
ALOX12 inh – ALOX12 (human) lipoxygenase inhibition; AID 1671190; hit rate 1.1% among 580,000; Potency, µM (series often up to 108 µM), inactives show at the top dose activity change, negative = inhibition, actives largely listed as inhibitors; purified 12hLO, xylenol orange hydroperoxide absorbance; P18054
Target sequence (P18054 whole entry, looked up): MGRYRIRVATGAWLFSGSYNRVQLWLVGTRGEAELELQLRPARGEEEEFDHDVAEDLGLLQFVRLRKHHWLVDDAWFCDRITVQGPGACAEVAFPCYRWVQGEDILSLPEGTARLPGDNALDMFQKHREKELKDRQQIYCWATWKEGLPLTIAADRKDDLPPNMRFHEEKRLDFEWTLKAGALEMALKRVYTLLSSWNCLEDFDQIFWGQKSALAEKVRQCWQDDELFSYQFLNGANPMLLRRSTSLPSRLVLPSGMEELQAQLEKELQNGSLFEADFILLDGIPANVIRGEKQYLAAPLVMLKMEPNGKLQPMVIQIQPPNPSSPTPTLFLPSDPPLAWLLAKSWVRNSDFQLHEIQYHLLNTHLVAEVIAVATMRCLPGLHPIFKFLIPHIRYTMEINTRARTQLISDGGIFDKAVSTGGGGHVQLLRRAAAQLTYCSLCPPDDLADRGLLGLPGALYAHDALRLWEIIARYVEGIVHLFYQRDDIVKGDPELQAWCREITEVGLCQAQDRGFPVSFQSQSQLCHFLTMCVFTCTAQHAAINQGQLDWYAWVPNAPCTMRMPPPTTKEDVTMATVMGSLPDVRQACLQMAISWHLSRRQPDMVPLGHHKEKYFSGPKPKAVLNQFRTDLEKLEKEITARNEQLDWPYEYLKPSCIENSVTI
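Hydroperoxide product was detected by ferrous iron/xylenol orange as the 573 to 405 nm absorbance ratio. Arachidonic acid at 40 uM (final) was turned over for 30 min at room temperature by 150 nM human 12hLO, pH 7.0 Hepes buffer, after 15 min compound preincubation.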
Numbers without * were called inactive; ? = inconclusive; [ ] = dose if it differs, or a comment. Calls come from the whole dose curve; as a rule, active = well fitted curve in the direction sought with a large enough effect; inconclusive = small, poorly fitted or top-dose-only effect, or another doubt; inactive = no such curve, though single readings can be large; an effect the other way counts as inactive or inconclusive. % is set by controls: 0 for no effect and ±100 for the full control effect; potency is the fitted concentration of half-maximal effect. Not all compounds are listed; rates above refer to the full screens.

ALOX12 inh | Vif-APOBEC3G blk | smiles
21% | -1% | CC1(c2nc3ccccc3[nH]2)CCC(=O)N1Cc1ccccn1 (configuration not stated)
-14% | 3% | COc1cc(CN2CCC(C(=O)NC(c3ccccc3)c3ccsc3)CC2)cc(OC)c1 (configuration not stated)
-7% | -37% | Clc1ccccc1Nc1nc(NCC2CC2)nc2ccsc12
-22% | -10% | Cc1nc2c(OCc3ccc(C(F)(F)F)cc3)cccn2c1N(C)C(=O)CCC1CCCC1
3% | 0% | Cc1ccc(S(=O)(=O)NC(=O)C2(C)CCN2C(=O)Cc2cccs2)nc1 (configuration not stated)
? | -11% | OC(c1ccccc1)(c1nc(-c2cc3ccccc3o2)cs1)C(F)(F)F (configuration not stated)
? | -11% | Cc1ccc(F)cc1-c1nc(NCC2CC2)nc2ccsc12
-21% | -1% | CCOC(=O)C1=CCN(S(=O)(=O)c2ccccc2C)C1c1ccc(Cl)cc1 (configuration not stated)
7% | 1% | CC1(C(=O)O)CCCN(C(=O)/C=C/c2ccccc2)C1 (configuration not stated)
-15% | -2% | COCCNC(=O)C1(C)CCCN(C(=O)c2cnc3ccccc3n2)C1 (configuration not stated)

Reprinted at random: six entries already listed.
ALOX12 inh | Vif-APOBEC3G blk | smiles
-14% | 3% | COc1cc(CN2CCC(C(=O)NC(c3ccccc3)c3ccsc3)CC2)cc(OC)c1 (configuration not stated)
-7% | -37% | Clc1ccccc1Nc1nc(NCC2CC2)nc2ccsc12
-22% | -10% | Cc1nc2c(OCc3ccc(C(F)(F)F)cc3)cccn2c1N(C)C(=O)CCC1CCCC1
? | -11% | Cc1ccc(F)cc1-c1nc(NCC2CC2)nc2ccsc12
? | -11% | OC(c1ccccc1)(c1nc(-c2cc3ccccc3o2)cs1)C(F)(F)F (configuration not stated)
21% | -1% | CC1(c2nc3ccccc3[nH]2)CCC(=O)N1Cc1ccccn1 (configuration not stated)

Additional records follow:
ALOX12 inh | Vif-APOBEC3G blk | smiles
19% | -2% | COc1ccccc1-c1cc2nc(NCCOc3ccccc3)ccn2n1
3% | -4% | COc1ccccc1-c1cc2nc(NCCc3ccncc3)ccn2n1
1% | -1% | CC(=O)OC(C(=O)Nc1nncs1)c1ccccc1 (configuration not stated)
-1% | 1% | CN(C)CCNC(=O)C1(C)Cc2c(-c3cccc(C(F)(F)F)c3)ccnc2O1 (configuration not stated)
? | -3% | CCc1nc2c(OCc3ccccc3C(=O)OC)cccn2c1N(C)C(=O)CC(C)C
-5% | -12% | OC(c1cccc(Cl)c1)c1nc(-c2csc3ccccc23)cs1 (configuration not stated)
2% | -3% | CCc1nc2c(OCCn3cccc3)cccn2c1N(C)C(=O)c1ccco1
5% | -2% | CNc1ccc2ncc(-c3cccc(C(=O)N(C)C)c3)n2n1
0% | ? | CC(CC(=O)Nc1ccc2c(c1)c(=O)n(C)n2-c1ccccc1)c1ccccc1 (configuration not stated)
36%[activator] | -10% | CC(=O)c1cccc(-c2ccc3c(c2)C(C)(Cc2ccccc2F)C(=O)N3)c1 (configuration not stated)

The list goes on:
ALOX12 inh | Vif-APOBEC3G blk | smiles
4% | -8% | CCc1nc2ccc(C(=O)NCCOc3ccc(OC)cc3)cn2c1N(C)Cc1cccs1
-11% | -2% | CNc1cncc(-c2cccnc2)n1
? | 2% | O=C(NCc1cccnc1)c1cc(C2CCCCN2C(=O)c2cccs2)on1 (configuration not stated)
-9% | 0% | CCOC(=O)C(=O)N(C)c1c(CC)nc2c(OCc3cc(Cl)cc(Cl)c3)cccn12
45µM* | -6% | COC(=O)c1ccc2nc(-c3ccc(Cl)cc3)c(Cc3cccc(F)c3)n2c1
1% | -7% | CCOC1=C2CN(S(=O)(=O)c3ccc(C)cc3)[C@H](c3ccccc3)C[C@H]2n2c(=O)n(-c3ccccc3)c(=O)n2C1
-15% | 0% | NC(Cc1ccc(Cl)cc1)c1csc(Nc2nccc(C(F)(F)F)n2)n1 (configuration not stated)
-14% | 3% | CN(C)c1ncnc2c1ncn2[C@H]1CN(Cc2ccco2)C[C@@H](CO)O1
-11% | -1% | Cc1c(C(=O)NCc2ccccc2C(F)(F)F)sc(=O)n1Cc1ccc2ccccc2c1
15% | 1% | CCCCNC(=O)C1(C)CCN1C(=O)c1cccc(OC(F)(F)F)c1 (configuration not stated)

More records
ALOX12 inh | Vif-APOBEC3G blk | smiles
-19% | 0% | CN(C)c1ccc(CC(=O)N2CCCCC2c2cc(C(=O)Nc3ccccc3)no2)cc1 (configuration not stated)
2% | 1% | CC1(C(=O)NS(=O)(=O)c2ccc(F)cc2F)CCN1C(=O)CC1CCCCC1 (configuration not stated)
11% | -8% | Fc1cccc(Cl)c1C1SCc2nc3ccccc3n21 (configuration not stated)
? | ? | CN(C)c1ccccc1-c1cc(NC=O)c2ncc(-c3cccc(C(F)(F)F)c3)n2c1
-16% | 0% | CC(C)NC(=O)C1(C)CCCCN1Cc1ccc(OCc2ccccc2)cc1 (configuration not stated)
0% | 0% | COc1ccc(CCNC(=O)Nc2nnc([C@H]3C[C@H](O)[C@@H](CO)O3)s2)cc1OC
-7% | -2% | Cc1cc2nc(-c3ccccc3)c(CC(C)(C)C)n2c(C)c1Br
10% | 0% | Cc1cccc(C)c1NC(=O)c1ccc2sc([C@@H]3O[C@H](CO)[C@H](O)[C@H](O)[C@H]3O)nc2c1
? | -5% | COc1ccccc1CNc1nc(NC(C)C)nc2ccsc12
-32% | -5% | Cc1ccccc1S(=O)(=O)NC(=O)C1(C)CCN1C(=O)COc1ccc(Cl)cc1 (configuration not stated)

(listing goes on)
ALOX12 inh | Vif-APOBEC3G blk | smiles
9% | -1% | COCCN1C[C@@H](CO)O[C@@H](n2cnc3c(NCCCO)ncnc32)C1
-19% | 3% | CC1(C(=O)NS(=O)(=O)c2ccc(Br)cc2)CCN1C(=O)Cc1cccs1 (configuration not stated)
9% | -2% | COCCNc1ncnc2c1ncn2[C@H]1CN(Cc2ccccc2)C[C@@H](CO)O1
? | -3% | C/C=C1\NC(=O)[C@H](C)NC(=O)[C@@H](NC(=O)[C@@H](Cc2ccc(O)cc2)NC(=O)[C@@H](NC(=O)/C(C)=C/C)C(C)C)[C@@H](C)OC(=O)[C@H](CCCCc2ccc(O)cc2)NC(=O)[C@@H](CCC(=O)OC)NC1=O
-15% | -1% | CC(C)(C)N1C(=O)c2c(C(=O)OCc3ccccc3)[nH]c(-c3ccccc3)c2C1=O
? | 1% | O=C(NC1CC1)c1ccc(-c2ccc3nccn3c2)cc1
? | -13% | CCc1ccc2c(c1)NC(=O)C2(C)Cc1ccc(C(F)(F)F)o1 (configuration not stated)
-1% | 0% | Cn1cnc(S(=O)(=O)N2CCCCC2c2cc(C(=O)Nc3cccc(C#N)c3)no2)c1 (configuration not stated)
-5% | 0% | CCOC(=O)C1=CCN(S(C)(=O)=O)C1c1ccc(C)cc1 (configuration not stated)
2% | -3% | CC(C)NC(=O)c1cc(C2CCCCN2S(=O)(=O)c2cccs2)on1 (configuration not stated)

The list continues:
ALOX12 inh | Vif-APOBEC3G blk | smiles
? | -1% | O=C(Nc1ccccc1Cl)c1cc(C2CCCCN2C(=O)CCCc2ccccc2)on1 (configuration not stated)
-9% | -2% | Cc1ccccc1S(=O)(=O)NC(=O)C1(C)CCN1C(=O)Cc1cc(F)ccc1F (configuration not stated)
-19% | -5% | CC(C)(C)c1ccc(CC(=O)N2CCC2(C)C(=O)Nc2cccc3c2CCCC3)cc1 (configuration not stated)
? | 1% | Cc1ccc(C(O)c2ncc(-c3ccc4ccccc4c3)[nH]2)cc1F (configuration not stated)
? | -10% | CCSc1ccc(-c2cc(NC=O)c3ncc(-c4cccc(C(=O)NCCN(C)C)c4)n3c2)cc1
-20% | -3% | Cc1ccc(F)cc1-c1cc2nc(NCCCN(C)C)n(C)c(=O)c2s1
7% | -3% | COCCNc1nc(NCc2cccc(OC)c2OC)c2sccc2n1
-3% | -2% | CC1(C(=O)NS(=O)(=O)C2CC2)CCCN(C(=O)c2cccc(OC(F)(F)F)c2)C1 (configuration not stated)
? | -3% | OC(c1ccc(F)c(F)c1)c1ncc(-c2ccc(F)cc2)[nH]1 (configuration not stated)
-12% | -4% | COc1ccc(C(C)(NC(C)=O)c2nc(-c3ccc(F)cc3OC)cs2)cc1 (configuration not stated)

Reformatted: 2 of the compounds above
CC1(C(=O)NS(=O)(=O)C2CC2)CCCN(C(=O)c2cccc(OC(F)(F)F)c2)C1 (configuration not stated)
  ALOX12 inh: -3%; Vif-APOBEC3G blk: -2%

OC(c1ccc(F)c(F)c1)c1ncc(-c2ccc(F)cc2)[nH]1 (configuration not stated)
  ALOX12 inh: ?; Vif-APOBEC3G blk: -3%

Going on with the list.
ALOX12 inh | Vif-APOBEC3G blk | smiles
-2% | -2% | O=C(NCc1ccccc1Cl)c1csc([C@@H]2O[C@H](CO)[C@@H](O)[C@H]2O)n1
-6% | -3% | NC(CO)c1csc(Nc2ccc(C(F)(F)F)cn2)n1 (configuration not stated)
-26% | -1% | CC1(Oc2ccc(Cl)cc2)CCN(Cc2cccn2-c2nccs2)C1 (configuration not stated)
6% | -3% | COc1ccc(OC)c(NC(=O)C2(C)CCN2CCOc2ccccc2)c1 (configuration not stated)
? | ? | CN(C)c1ccc(CNC(=O)C2(C)Cc3c(-c4ccccc4)ccnc3O2)cc1 (configuration not stated)
14% | 0% | CC(C)NC(=O)c1ccc2nc([C@@H]3O[C@H](CO)[C@H](O)[C@H](O)[C@H]3O)[nH]c2c1
12% | 0% | CN(Cc1ccccc1)C(=O)c1ccc2nc([C@H]3C[C@H](O)[C@@H](CO)O3)[nH]c2c1
7% | 2% | O=C(NCc1ccc(Cl)c(Cl)c1)c1cc(C2CCCCN2C(=O)OCCF)on1 (configuration not stated)
-21% | -1% | Cc1ccc(CNC(=O)[C@H]2O[C@@H](n3ccc(N)nc3=O)[C@H](O)[C@@H]2O)o1
-15% | -1% | CC1(C(=O)NS(=O)(=O)c2ccccc2Cl)CCN1C(=O)C1(c2ccc(Cl)cc2)CCC1 (configuration not stated)

(further entries)
ALOX12 inh | Vif-APOBEC3G blk | smiles
-6% | -4% | O=C(NC1CCCCC1)c1ccc(-c2cn[nH]c2)c2ccoc12
-17% | -4% | CCCCNC(=O)C1(C)CCN1C(=O)c1ccc(OC)c(C(F)(F)F)c1 (configuration not stated)
-9% | -1% | O=C1Nc2ccccc2CN2C(=O)c3cc(Cl)ccc3NC(=O)C12 (configuration not stated)
0% | 2% | CCOC1=C2CN(S(=O)(=O)c3ccc(C)cc3)[C@H](c3ccccc3)C[C@@H]2N(S(=O)(=O)c2ccc(Br)cc2)[C@H](c2ccccc2)C1
5% | 0% | CCCS(=O)(=O)NC(=O)C1(C)CCCN(C(=O)c2ccc3ccccc3c2)C1 (configuration not stated)
0% | 2% | Cc1ccc(F)c(S(=O)(=O)NC(=O)C2(C)CCN2C(=O)c2ccccc2)c1 (configuration not stated)
-2% | ? | CC(=O)c1cccc(-c2cnc3c(NC=O)cc(-c4cccc(C(=O)N(C)C)c4)cn23)c1
2% | 0% | OC[C@@H]1CN(Cc2ccccc2)C[C@H](n2cnc3c(Nc4ccccc4)ncnc32)O1
2% | 2% | COc1ccc(CCNC(=O)Nc2ccc3nc([C@@H]4O[C@H](CO)[C@@H](O)[C@H](O)[C@H]4O)[nH]c3c2)cc1Br
-3% | -19% | OC(c1ccc(Cl)c(Cl)c1)c1ncc(-c2cccc(F)c2)[nH]1 (configuration not stated)

Part of the list above in order of length of the SMILES, smallest number first.
ALOX12 inh | Vif-APOBEC3G blk | smiles
-9% | -1% | O=C1Nc2ccccc2CN2C(=O)c3cc(Cl)ccc3NC(=O)C12 (configuration not stated)
-2% | ? | CC(=O)c1cccc(-c2cnc3c(NC=O)cc(-c4cccc(C(=O)N(C)C)c4)cn23)c1
0% | 2% | CCOC1=C2CN(S(=O)(=O)c3ccc(C)cc3)[C@H](c3ccccc3)C[C@@H]2N(S(=O)(=O)c2ccc(Br)cc2)[C@H](c2ccccc2)C1

Other results follow:
ALOX12 inh | Vif-APOBEC3G blk | smiles
1% | 0% | CN1CCN(c2ccc(CNC[C@H]3O[C@@H](n4cnc5c(=O)[nH]c(N)nc54)[C@H](O)[C@@H]3O)c(S(C)(=O)=O)c2)CC1
-27% | -15% | O=C(Nc1cccnc1)C1Cc2c(-c3ccc4c(c3)OCO4)ccnc2O1 (configuration not stated)
0% | 3% | O=C(Nc1cccc(C(F)(F)F)c1)C1Cc2c(-c3ccccc3Oc3ccccc3)ccnc2O1 (configuration not stated)
-26% | -7% | Cn1c(=O)c2cc(NC(=O)Cc3ccccc3F)ccc2n1Cc1ccc(Cl)cc1
-2% | 3% | COc1cccc(C(NC(=O)C2CCN(CCCOc3ccccc3)CC2)c2ccccn2)c1 (configuration not stated)
1% | 2% | CC(=O)Nc1ccc(Nc2nccc(C)n2)cc1
4% | 0% | COc1ccc(S(=O)(=O)NCc2ccc(C(=O)NCCN(C)Cc3ccccc3)cc2)cc1
21% | 1% | CN(C)Cc1csc(NC(=O)Nc2ccccc2-c2ccccc2)n1
-2% | -3% | Cn1c(NCc2ccccc2F)nc2cc(-c3cccc(C(F)(F)F)c3)sc2c1=O
-13% | -4% | CC(=O)c1cccc(Nc2ccc(Br)cc2)c1
1% | 3% | O=C(Nc1cccc(C(F)(F)F)c1)Nc1nnc([C@H]2C[C@H](O)[C@@H](CO)O2)s1
